# APJ antagonist – antagonists of human apelin receptor APJ, primary screen, CHO-K1 cells, beta-arrestin complementation, luminescence; inhibition, % at 20 µM; hit rate 0.32% among 330,000;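 active = inhibition above about 40% at 20 µM, limit read from the data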;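 also: cells challenged with 10 nM apelin-13 agonist together with compound; plate controls were apelin-13 plus DMSO wells for no effect and DMSO wells lacking apelin-13 for full effect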
# Target sequence (P35414 whole entry, looked up): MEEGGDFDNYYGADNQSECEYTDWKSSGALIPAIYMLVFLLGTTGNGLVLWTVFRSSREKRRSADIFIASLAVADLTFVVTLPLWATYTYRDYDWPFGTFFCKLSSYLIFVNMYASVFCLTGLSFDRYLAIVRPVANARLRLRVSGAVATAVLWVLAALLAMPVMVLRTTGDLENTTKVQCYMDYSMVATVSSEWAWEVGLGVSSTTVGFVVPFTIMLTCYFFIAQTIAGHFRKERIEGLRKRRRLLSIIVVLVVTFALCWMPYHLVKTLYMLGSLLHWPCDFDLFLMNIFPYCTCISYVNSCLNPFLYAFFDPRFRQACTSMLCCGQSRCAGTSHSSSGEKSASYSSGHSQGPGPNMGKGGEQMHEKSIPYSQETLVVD
# NR3A LBD binder – binders of NR3A ligand-binding domain, primary screen, biophysical, differential scanning fluorimetry, uHTS | Glutamate receptor ionotropic, NMDA 3A (GRIN3A) ligand-binding domain | NR3A LBD differential scanning fluorimetry, Tm shift; 0% = protein alone, 100% = glycine-bound protein | Tm shift relative to glycine control, % at 25 µM | hit rate 2.5% among 340,000;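 active = melting temperature shift of at least 10% of the positive control shift, at one fixed dose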
# tim23-1 inh – growth inhibitors of tim23-1 mutant yeast, primary screen, luminescence, uHTS | AID 463212, 2010 | hit rate 1.3% among 330,000 | S. cerevisiae tim23-1 growth, BacTiter-Glo luminescence, 24 h | inhibition, % at 20 µM;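 active = growth inhibition of the mutant yeast at or above 50%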;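 also: temperature-sensitive mutant grown at 25 °C; plate controls were DMSO-treated mutant yeast for no effect and medium wells lacking yeast for full effect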
# NALP3 yeast inh – NALP3 inflammasome inhibitors in reconstituted yeast, primary screen, luminescence, uHTS | Yeast reconstituted NLRP3/ASC/caspase-1, beta-gal luminescence, 24 h | inhibition, % at 10 µM | hit rate 0.39% among 330,000;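 active = inhibition of 50% or more; inactive = inhibition below 50%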;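 also: plate controls were induced DMSO wells for no effect and uninduced yeast grown without galactose for full effect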
# tim10-1 inh – growth inhibitors of tim10-1 mutant yeast, primary screen, luminescence, uHTS; S. cerevisiae tim10-1 ts strain growth, BacTiter-Glo, 24 h; inhibition, % at 20 µM; hit rate 2.2% among 330,000; AID 463190, 2010;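 active = inhibition of at least 40%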;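 also: mutant grown at 25 °C; 0% = DMSO wells with yeast and 100% = wells holding no yeast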
# MPTP block – mitochondrial permeability transition pore inhibitors, primary screen, biochemical, isolated mouse mitochondria, absorbance | hit rate 1.4% among 360,000 | inhibition, % at 10 µM | AID 602449, 2012 | Ca2+ swelling absorbance, 30 min;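 active = inhibition of 50% or more, scaled per plate between neutral and stimulator controls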;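 also: 0% = DMSO wells given calcium and 100% = 1 mM EGTA wells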
# TIM10 inh – growth inhibitors of isogenic TIM10 control yeast, primary screen, counter-screen for tim10-1 yeast inhibitor project, luminescence, uHTS; S. cerevisiae TIM10 strain growth, BacTiter-Glo luminescence, 24 h; inhibition, % at 10 µM; hit rate 1.4% among 330,000; AID 463195, 2010;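 active = inhibition of 40% or more at the single tested concentration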;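 also: wild-type TIM10 isogenic control strain grown at permissive 25 °C; 0% = DMSO yeast wells and 100% = minimal medium wells without yeast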
# APJ ag – agonists of human apelin receptor APJ, primary screen, CHO-K1 cells, PathHunter beta-arrestin, luminescence; hit rate 0.11% among 330,000; P35414; AID 2520, 2010; activation, % at 20 µM; 0% DMSO wells, 100% apelin;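 active = activation more than six SD over the plate average, tested at 20 µM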;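 also: 0% = DMSO alone and 100% = apelin-13 at 10 nM; some results filed as inactive read as strong as hits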
#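 Assay system – PathHunter CHO-K1 APJ (AGTRL-1) beta-arrestin reporter cells · Compound – one dose, 20 µM compound, 1% DMSO · Timing – compound 90 min 25 °C, reagent 1 h · Measured by – luminescence from split beta-galactosidase complementation, Galacton Star/Emerald II substrate · Measure – beta-arrestin recruitment to APJ as agonist activity, luminescent signal · Benchmarks – DMSO vs Apelin-13 10 nM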
# MIN6 prolif – inducers of MIN6 beta-cell proliferation, primary screen, ATP luminescence, uHTS | MIN6 cells proliferation, ATPlite luminescence, 48 h; cells starved in 0.2% serum; 100% = growth in 10% serum | AID 2380, 2010 | hit rate 0.29% among 330,000 | proliferation, % at 10 µM;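 active = compounds whose signal lies at least 3.5 SD above the mean of all wells on their plate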;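 also: 0% = DMSO-treated cells in low-serum medium and 100% = 10% serum control; some compounds called inactive have numbers as strong as hits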
# Active calls of the source: *.
SMILES,APJ antagonist,NR3A LBD binder,tim23-1 inh,NALP3 yeast inh,tim10-1 inh,MPTP block,TIM10 inh,APJ ag,MIN6 prolif
O=C(Nc1ccc(S(=O)(=O)Nc2ncccn2)cc1)c1ccco1,6,0,2,-19,9,-1.4,2,4,-3
O=C(Nc1ccccc1)OCC1CCCO1 (centres undefined),-18,0,2,-11,-9,-3.1,-11,-3,-2
CCOC(=O)Cn1c(=N)n(CCOc2ccc(OC)cc2)c2ccccc21,-10,1,9,16,11,26,1,-3,3
NC(=O)[C@@H]1CCCN1C(=O)c1cc(COc2ccc(F)cc2F)on1,19,0,6,18,7,0.4,-3,-3,-1
Cc1cccc(NC(=O)c2ccc(Cn3cc(C(F)(F)F)ccc3=O)cc2)c1,-3,2,3,20,25,1.2,-6,0,-2
O=C(O)C1CCC(Cn2c(SCc3cc(=O)n4cc(Br)ccc4n3)nc3ccsc3c2=O)CC1 (centres undefined),4,-1,2,16,-33,-3.3,-10,-2,1
Cc1ccccc1NC(=O)CSc1nc2ccc(Nc3nc(N4CCOCC4)nc(N4CCOCC4)n3)cc2s1,-8,-1,-3,0,-10,-1.5,2,8,-5
O=C(NC1CCCC1)C(c1ccc(Cl)cc1)N1CCc2ccccc21 (centres undefined),-44,0,-7,5,-9,-0.3,-17,-2,1
Cc1ccc(-c2nc3ccccc3[nH]2)cc1NC(=S)NC(=O)c1ccccc1Br,-2,7,20,25,11,-1.9,2,2,-6
CCCSc1ccc([C@H]2N[C@@](CC(C)C)(C(=O)OC)[C@H]3C(=O)N(C)C(=O)[C@@H]23)cc1,13,2,34,5,14,-1.3,17,6,-3
COc1cc(C2C(C(=O)Nc3ccccc3OC)=C(C)Nc3ncnn32)ccc1O (centres undefined),1,-1,-3,-11,8,0.1,9,-2,-3
O=C(O)CCc1ccc(-c2ccc(Br)cc2)n1-c1ccc(O)cc1,10,1,21,17,16,1.3,17,-3,-4
NC(=O)C1CCN(S(=O)(=O)c2ccc3c(c2)OCCO3)CC1,10,1,7,3,8,0.8,2,-1,3
Cc1ccsc1C1NC(=O)c2c(sc3c2CCN(C)C3)N1 (centres undefined),4,-10,-11,11,9,0.7,0,-2,2
COc1ccc(N(C(=O)CCl)C(C)(C(=O)Nc2c(C)cccc2C)c2ccccn2)cc1 (centres undefined),-9,1,13,3,23,-0.1,34,-1,0
COc1ccc(C(=O)NCc2cccs2)cc1S(=O)(=O)N1CCOCC1,-38,-1,19,12,18,1.5,-11,-2,4
COc1ccc(OC)c(NC(=O)c2cnc3n(c2=O)CCS3)c1,16,2,20,9,18,-2.4,5,2,-5
O=S(=O)(Cc1cc(Sc2ccc(Cl)cc2)nc(-c2ccccc2)n1)c1ccccc1,16,-1,17,13,16,1.3,8,0,-3
c1ccc(OCc2nc3ccccc3[nH]2)cc1,19,1,8,30,9,0.3,-5,-1,-3
CCOC(=O)Cc1csc(NC(=O)Cc2ccc([N+](=O)[O-])cc2)n1,6,-3,19,17,20,0.8,5,-1,0
CCOC(=O)C1CCCN(C(=O)c2cn(CC)c(=O)c3cc(OC)c(OC)cc23)C1 (centres undefined),-7,0,12,-11,15,-0.5,1,1,-2
C/C(=N\O)c1c(O)cc(-c2ccccc2)n(-c2ccccc2)c1=O,11,-1,18,15,9,1.9,15,-4,-1
COc1ccc(NC(=O)c2c(F)cccc2F)cc1S(=O)(=O)Nc1ccc(Br)cc1,-13,5,15,-6,10,-0.4,7,1,-2
COc1ccc(OCC(=O)N2CCN(S(=O)(=O)c3ccccc3[N+](=O)[O-])CC2)cc1,-1,-2,3,4,19,-0.4,0,-1,2
Cc1cc(C(=O)NCC(=O)OC(C)C(=O)N2CCOCC2)ccc1[N+](=O)[O-] (centres undefined),4,0,1,14,-5,-1.1,9,-1,-2

# In the list so far, these have a halogen:
SMILES,APJ antagonist,NR3A LBD binder,tim23-1 inh,NALP3 yeast inh,tim10-1 inh,MPTP block,TIM10 inh,APJ ag,MIN6 prolif
NC(=O)[C@@H]1CCCN1C(=O)c1cc(COc2ccc(F)cc2F)on1,19,0,6,18,7,0.4,-3,-3,-1
Cc1cccc(NC(=O)c2ccc(Cn3cc(C(F)(F)F)ccc3=O)cc2)c1,-3,2,3,20,25,1.2,-6,0,-2
O=C(O)C1CCC(Cn2c(SCc3cc(=O)n4cc(Br)ccc4n3)nc3ccsc3c2=O)CC1 (centres undefined),4,-1,2,16,-33,-3.3,-10,-2,1
O=C(NC1CCCC1)C(c1ccc(Cl)cc1)N1CCc2ccccc21 (centres undefined),-44,0,-7,5,-9,-0.3,-17,-2,1
Cc1ccc(-c2nc3ccccc3[nH]2)cc1NC(=S)NC(=O)c1ccccc1Br,-2,7,20,25,11,-1.9,2,2,-6
O=C(O)CCc1ccc(-c2ccc(Br)cc2)n1-c1ccc(O)cc1,10,1,21,17,16,1.3,17,-3,-4
COc1ccc(N(C(=O)CCl)C(C)(C(=O)Nc2c(C)cccc2C)c2ccccn2)cc1 (centres undefined),-9,1,13,3,23,-0.1,34,-1,0
O=S(=O)(Cc1cc(Sc2ccc(Cl)cc2)nc(-c2ccccc2)n1)c1ccccc1,16,-1,17,13,16,1.3,8,0,-3
COc1ccc(NC(=O)c2c(F)cccc2F)cc1S(=O)(=O)Nc1ccc(Br)cc1,-13,5,15,-6,10,-0.4,7,1,-2

# Remaining list, next part.
SMILES,APJ antagonist,NR3A LBD binder,tim23-1 inh,NALP3 yeast inh,tim10-1 inh,MPTP block,TIM10 inh,APJ ag,MIN6 prolif
Clc1ccc(C(c2nnnn2C2CCCC2)N2CCSCC2)cc1 (centres undefined),20,0,33,-16,31,2.3,18,-3,-3
O=C(C1=C[C@H](c2coc3ccccc3c2=O)C[C@H](OCCCCO)O1)N1CCN(Cc2ccccc2)CC1,-5,-1,4,11,-9,-0.4,-1,-2,0
CC(C)Cc1nnc(NC(=O)CCC(=O)NCc2ccccc2Cl)s1,13,-4,-14,12,-6,0.1,-9,1,-2
Cc1cc(C)n2cc(CSCC(=O)O)nc2n1,-19,-2,1,5,-17,0.5,-6,-2,-3
OCC[C@@H]1C[C@H](O)[C@@H](O)[C@@]2(CCc3ccccc3O2)O1,16,3,12,11,2,-1.9,9,-3,4
CCc1ccccc1NC(=O)CN(C)C(=O)COC(=O)c1ccccc1Cl,9,1,20,10,11,-0.4,3,3,2
Cn1nc(C(=O)Nc2nnc(C3CC3)s2)c2ccccc2c1=O,12,1,11,20,-1,-3.3,13,-3,1
CC(=O)Oc1ccc(N(C(C)=O)S(=O)(=O)c2ccc(C)cc2)c2ccccc12,-49,-2,35,-7,13,6.9,31,11,-6
COc1ccc(/C=C(\C#N)C(=O)NCCc2ccccc2)cc1OCc1ccccc1,0,-4,24,10,21,1.6,0,-1,-5
CCc1ccccc1NC(=O)Cc1ccc(-n2cccc2)cc1,-2,2,16,12,1,1.8,12,-1,0
CCOC(=O)C1CCN(C(=O)c2cccc(S(=O)(=O)N(CC)c3ccccc3)c2)CC1,25,0,14,-4,11,-0.2,9,-4,0
CCSc1nc2nn(-c3ccccc3)c(=O)c-2c2n1CCCCC2,-1,-1,22,20,-8,-2.0,-30,-3,-1
Cc1cc(C)c(NS(=O)(=O)c2ccc(NC(=O)c3cccs3)cc2)c(C)c1,-18,25*,3,1,9,6.3,8,2,0
CCN(CC)C(=O)CSc1nc(O)c(Cc2ccccc2)c(=O)n1-c1ccc(C)cc1,17,3,24,9,-15,-0.7,-8,-3,1
CC(C)[C@H](NS(=O)(=O)c1ccccc1F)C(=O)NC1CCCCC1,10,2,8,0,-7,1.7,9,0,0
O=C(CN1C2CCC1CC(NC(=O)C1CC1)C2)NCc1ccccc1 (centres undefined),0,0,0,10,6,0.6,-3,-4,0
Cc1ccccc1C(=O)NC(CC(C)C)C(=O)Nc1cccc(S(=O)(=O)N(C)C)c1 (centres undefined),-20,-5,-3,-2,3,-1.8,13,-3,-3
O=C1OC(Nc2ncccn2)c2ccccc21 (centres undefined),-7,1,14,-18,6,-1.4,-7,3,-3
COC(=O)C1=Cc2cc(OC)cc([N+](=O)[O-])c2OC1N1CCOCC1 (centres undefined),-3,-2,20,31,10,1.4,7,-2,-2
COc1ccc(CC(=O)OCC(=O)NCc2ccco2)cc1OC,8,1,5,0,2,-1.7,1,-3,2
Cc1ccc(-c2nc(N)sc2-c2ccccc2)cc1C,12,-15,-10,-12,27,0.7,-19,-3,-5
CC(C)(C)OC(=O)N1CCC[C@H]1c1nnc(SCc2ccccc2Cl)o1,-5,0,27,12,29,-3.7,14,-2,-3
O=c1[nH]n(-c2ncnc3c2cnn3-c2ccccc2)c(=O)c2ccccc12,-4,5,2,15,4,-1.5,3,-3,-1
COc1cc(C(=O)N2CCN(c3cccc(C)c3C)CC2)ccc1OCC(=O)N1CCOCC1,4,0,-40,0,-25,-0.5,-9,-3,-1
O=S(=O)(c1ccc(Br)c2nsnc12)N1CCOCC1,0,7,6,-4,-8,-0.2,0,-3,-5

# (next part)
SMILES,APJ antagonist,NR3A LBD binder,tim23-1 inh,NALP3 yeast inh,tim10-1 inh,MPTP block,TIM10 inh,APJ ag,MIN6 prolif
Cc1nn(Cc2ccccc2)c(Cl)c1C(=O)OCc1nnc(-c2ccccc2)o1,6,-1,3,6,23,4.1,18,-3,-5
Cc1ccc(C)c(N2CCN(C(=O)c3cc4c(C)nc5ccccc5c4o3)CC2)c1,-11,-2,16,16,28,-1.5,13,-5,-7
OC(COCc1ccc2c(c1)OCO2)CN1CCC(Cc2ccccc2)CC1 (centres undefined),-10,-1,-63,28,-42,6.4,-4,-5,-4
Cc1ccc(C2C3=C(CC(C)(C)CC3=O)NC3=C2C(=O)CC(C)(C)C3)o1,20,1,17,-11,9,-2.7,7,-3,0
Cc1ccc(NN=C2C(=O)OC(C)(C)OC2=O)c(C)c1,4,-1,-3,19,-15,0.5,-17,-2,-1
O=C(NC1CCCCC1)n1c(=O)oc2ccccc21,-18,1,21,-1,11,-3.2,13,-2,-2
CCOC(=O)CC(=O)CSc1ccc2nnc(-c3ccccc3)n2n1,25,2,9,-7,36,-1.9,6,1,-4
COc1ccc(-c2noc(C3CCCN(C(=O)c4ccccc4C)C3)n2)cc1 (centres undefined),-11,0,35,21,0,4.4,-3,0,-3
